High-throughput results as filed in PubChem BioAssay.
CXCR6 block: CXCR6 receptor inhibitors, primary screen, cell-based, beta-arrestin, luminescence, CHO-K1 PathHunter, 1536-well; C-X-C chemokine receptor type 6 (Homo sapiens), O00574; 360,000 compounds, 0.36% hits; inhibition, % at 20 µM; in the data active = inhibition above about 34%, passing the limit was not always enough;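 also: antagonist mode with CXCL16 agonist at 10 nM final; 0% = 10 nM CXCL16 with DMSO and 100% = unstimulated wells without agonist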
CCR6 antagonist: CCR6 receptor antagonists, primary screen, cell-based, CHO-K1, luminescence, beta-arrestin, uHTS; inhibition, % at 20 µM; CHO-K1 CCR6 PathHunter beta-arrestin, CCL20-stimulated; C-C chemokine receptor type 6 (Homo sapiens), P51684; 340,000 compounds, 0.49% hits;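 active = compounds whose inhibition of the agonist-driven luminescence signal at 20 µM reaches about 50%, limit read from the data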;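 also: cells stimulated with CCL20 at 14 nM final; plate controls were DMSO with CCL20 for no effect and DMSO without agonist for full effect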
CHOP UPR activ: activators of apoptotic CHOP UPR arm, primary screen, cell-based, CHO-CHOP luciferase reporter, luminescence, uHTS; AID 449763, 2010; activation, % at 10 µM; UPR activation; percent of tunicamycin response over DMSO baseline; 330,000 compounds, 0.34% hits;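 active = at 10 µM dose, activation of 40% or more, normalized to positive control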;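 also: 100% = tunicamycin at 10 µg/mL and 0% = DMSO alone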
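Test system: CHO CHOP reporter cells. Input: 500 CHO-CHOP cells per well. Medium: F12 with 10% FBS. Technique: luciferase luminescence. Measure: percent activation relative to tunicamycin control. Dosing: 10 µM compound, 0.5% DMSO. Timing: 16-18 h cell attachment, then 6 h compound exposure, 37 °C.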
tim23-1 inh: growth inhibitors of tim23-1 mutant yeast, primary screen, luminescence, uHTS; inhibition, % at 20 µM; S. cerevisiae tim23-1 growth, BacTiter-Glo luminescence, 24 h; 330,000 compounds, 1.3% hits;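 active = growth inhibition of the mutant yeast at or above 50%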;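 also: temperature-sensitive mutant grown at 25 °C; plate controls were DMSO-treated mutant yeast for no effect and medium wells lacking yeast for full effect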
APJ ag: agonists of human apelin receptor APJ, primary screen, CHO-K1 cells, PathHunter beta-arrestin, luminescence; P35414; 0% DMSO wells, 100% apelin; activation, % at 20 µM; 330,000 compounds, 0.11% hits;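 active = activation more than six SD over the plate average, tested at 20 µM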;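 also: 0% = DMSO alone and 100% = apelin-13 at 10 nM; some results filed as inactive read as strong as hits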
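Test system: CHO-K1 APJ beta-arrestin complementation cell line. Amount: cell density 1000 per well. Controls: DMSO negative, 10 nM Apelin-13 positive. Signal: luminescent beta-gal fragment complementation, chemiluminescent substrate. Read-out basis: agonist-driven arrestin binding to APJ. Timing: compound stimulation 90 min at 25 °C, detection 60 min.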
Mdm2-MdmX inh: inhibitors of human Mdm2-MdmX association, primary screen, cell-based, luminescence, split luciferase, SaOS-2, uHTS. inhibition, % at 8 µM. 330,000 compounds, 3% hits. Protein Mdm4 (Homo sapiens) + E3 ubiquitin-protein ligase Mdm2 (Homo sapiens), …. SaOS-2 split-luciferase Mdm2/MdmX complementation;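 active = inhibition of at least 50% at 8 µM in the primary screen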
Target sequence (O15151 whole entry, looked up): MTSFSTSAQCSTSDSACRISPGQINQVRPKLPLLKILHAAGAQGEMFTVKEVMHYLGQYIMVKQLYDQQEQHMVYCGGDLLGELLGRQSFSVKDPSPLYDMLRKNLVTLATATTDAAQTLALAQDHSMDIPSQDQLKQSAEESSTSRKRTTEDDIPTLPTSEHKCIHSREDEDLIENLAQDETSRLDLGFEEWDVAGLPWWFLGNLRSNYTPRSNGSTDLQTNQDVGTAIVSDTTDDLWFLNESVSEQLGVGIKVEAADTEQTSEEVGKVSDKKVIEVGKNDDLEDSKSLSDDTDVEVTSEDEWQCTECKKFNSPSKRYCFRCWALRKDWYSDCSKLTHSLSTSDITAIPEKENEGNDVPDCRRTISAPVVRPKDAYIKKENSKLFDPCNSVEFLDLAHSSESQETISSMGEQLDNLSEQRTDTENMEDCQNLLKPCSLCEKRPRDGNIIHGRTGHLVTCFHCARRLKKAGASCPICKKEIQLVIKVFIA
Target sequence (Q00987 whole entry, looked up): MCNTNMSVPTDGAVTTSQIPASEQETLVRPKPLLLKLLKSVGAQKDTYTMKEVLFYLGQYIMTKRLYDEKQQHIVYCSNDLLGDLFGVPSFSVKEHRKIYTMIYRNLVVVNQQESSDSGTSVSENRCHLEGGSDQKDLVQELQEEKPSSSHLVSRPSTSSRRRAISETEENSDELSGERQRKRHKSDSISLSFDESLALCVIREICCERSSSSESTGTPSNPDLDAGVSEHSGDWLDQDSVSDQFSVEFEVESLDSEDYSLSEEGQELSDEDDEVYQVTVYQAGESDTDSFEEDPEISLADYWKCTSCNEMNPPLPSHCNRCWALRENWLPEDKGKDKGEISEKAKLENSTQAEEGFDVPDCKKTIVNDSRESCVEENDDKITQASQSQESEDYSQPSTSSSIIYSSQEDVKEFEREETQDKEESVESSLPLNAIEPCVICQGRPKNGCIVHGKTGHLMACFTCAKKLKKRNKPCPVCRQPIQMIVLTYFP
APJ antag: antagonists of human apelin receptor APJ, primary screen, CHO-K1 cells, beta-arrestin complementation, luminescence; P35414; 330,000 compounds, 0.32% hits; AID 2521, 2010; inhibition, % at 20 µM;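 active = inhibition above about 40% at 20 µM, limit read from the data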;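 also: cells challenged with 10 nM apelin-13 agonist together with compound; plate controls were apelin-13 plus DMSO wells for no effect and DMSO wells lacking apelin-13 for full effect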
XBP1 UPR activ: activators of adaptive XBP1 UPR arm, primary screen, cell-based, CHO-XBP1 luciferase reporter, luminescence, uHTS; activation, % at 20 µM; IRE1-XBP1 UPR activation; percent of tunicamycin response, DMSO as zero; 330,000 compounds, 0.33% hits;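 active = versus positive control, 20 µM dose yields 30% or more activation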;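 also: 100% = tunicamycin at 10 µg/mL and 0% = DMSO only wells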
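Material: IRE1-XBP1 luciferase reporter CHO line / Quantity: one thousand reporter cells per well / Buffer or medium: F12 with 10% serum / Compound: 20 µM single concentration, DMSO 1% / Times: 6 h treatment, 37 °C / Detection: Steady-Glo luciferase glow luminescence, 10 min after reagent addition / Benchmarks: tunicamycin high, DMSO low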
EBI2 antag: EBI2 receptor antagonists, beta-arrestin recruitment, primary screen, cell-based, luminescence, 7a,25-OHC stimulation, uHTS; 7a,25-OHC stimulated; inhibition, % at 5 µM; 360,000 compounds, 0.81% hits; in the data active = inhibition above about 38%;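 also: enzyme fragment complementation signal reports receptor beta-arrestin coupling in cells; 0% = agonist plus DMSO wells and 100% = wells without agonist; some results beyond the cut were filed as inactive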
The depositor's hits bear a star; . = not tested or not shown. An excerpt; rates above refer to the full screens.

nr	SMILES	APJ antag	CCR6 antagonist	XBP1 UPR activ	EBI2 antag	CHOP UPR activ
1	COc1cccc(C(=O)NCc2ccc3[nH]c(C)cc3c2)c1	1	-4	-6	6	-1.1
2	CN(C(=O)COc1cccc(C#N)c1)C1CCS(=O)(=O)C1 (stereo not given)	5	2	6	-12	-3.1
3	O=C(Nc1cccnc1)c1cc(Br)c(Br)s1	-36	11	1	1	3.8
4	CCOC(=O)COc1ccc2c(c1)c(C(=O)OCC)c(C)n2CC	6	7	-4	2	-0.9
5	CCCCSc1nnc(-c2ccc(NC(C)=O)cc2)n1C	11	4	-2	1	3.0
6	O=C(O)c1cccc(-c2ccc(/C=N/Nc3nn[nH]n3)o2)c1	-22	5	5	-9	0.3
7	CN1CCN(c2nc(Nc3ccc(O)cc3)nc3ccccc23)CC1	-20	8	-1	-3	-0.4
8	CCCC(C)c1nnc(NC(=O)CN2C(=O)c3ccccc3C2=O)s1 (stereo not given)	-1	2	-2	-16	-1.3
9	O=C(COC(=O)c1ccc(Cl)nc1)NC1CCCCCC1	12	6	-1	-13	2.4
10	Cn1c2ccccc2c2nnc(SCC(=O)Nc3cccc(O)c3)nc21	23	12	9	-2	0.5
11	O=C(Nc1ccccc1C(F)(F)F)C1CC(=O)N(c2ccccc2F)C1 (stereo not given)	-4	0	-2	1	-0.1
12	COCc1nnc(NC(=O)c2ccc(Cl)cc2[N+](=O)[O-])s1	18	4	0	0	-0.4
13	COc1ccccc1-c1ccc(SCc2ccccc2)nn1	6	13	4	7	19
14	Cc1c(OCC(F)(F)F)ccnc1CS(=O)c1nc2ccccc2[nH]1 (stereo not given)	20	-6	-5	1	5.0
15	Cc1cc(C)cc(N(C(=O)c2csnn2)C(C(=O)NC2CCCCC2)c2cccnc2)c1 (stereo not given)	17	11	12	-2	-2.7

nr	Mdm2-MdmX inh	APJ ag	CXCR6 block	tim23-1 inh
1	14	-3	3	11
2	21	-3	6	-9
3	-8	1	-15	-4
4	1	-6	1	12
5	4	1	0	9
6	11	-2	2	3
7	13	2	0	-37
8	-14	-2	-4	5
9	16	-5	6	19
10	28	-5	0	-3
11	5	-2	-2	0
12	4	-3	-4	1
13	-45	-4	0	17
14	7	2	2	4
15	3	-2	-8	18

Complete entries from above. Order of values: APJ antag	CCR6 antagonist	XBP1 UPR activ	EBI2 antag	CHOP UPR activ	Mdm2-MdmX inh	APJ ag	CXCR6 block	tim23-1 inh
COc1ccccc1-c1ccc(SCc2ccccc2)nn1 as listed: 6	13	4	7	19	-45	-4	0	17
CCCC(C)c1nnc(NC(=O)CN2C(=O)c3ccccc3C2=O)s1 (stereo not given) as listed: -1	2	-2	-16	-1.3	-14	-2	-4	5
COc1cccc(C(=O)NCc2ccc3[nH]c(C)cc3c2)c1 as listed: 1	-4	-6	6	-1.1	14	-3	3	11
CN1CCN(c2nc(Nc3ccc(O)cc3)nc3ccccc23)CC1 as listed: -20	8	-1	-3	-0.4	13	2	0	-37
Cn1c2ccccc2c2nnc(SCC(=O)Nc3cccc(O)c3)nc21 as listed: 23	12	9	-2	0.5	28	-5	0	-3

Following part:
nr	SMILES	APJ antag	CCR6 antagonist	XBP1 UPR activ	EBI2 antag	CHOP UPR activ
16	Cc1ccc([N+](=O)[O-])cc1NC(=O)CN1CCCCC1	0	6	-3	-2	-1.9
17	COc1cccc(C2Nc3ccccc3C(=O)N2Cc2ccccc2)c1 (stereo not given)	11	4	-1	-8	0.4
18	CCCc1cc(C(=O)N2CCCC(Nc3ccc(C)c(C)c3)C2)n(C)n1 (stereo not given)	15	10	-3	-3	3.1
19	Cc1ccc(-c2csc(NCCn3c(-c4ccncc4)nc4cc(C(F)(F)F)ccc43)n2)cc1	1	-10	3	32	1.9
20	NC(=O)C1CCN(C(=O)c2cc3c(s2)CCCC3)CC1	6	10	4	0	1.2
21	CCOC(=O)c1c(C)nc2ccc(Cl)cc2c1-c1ccccc1	32	3	-5	16	-0.3
22	Cc1noc(C)c1NC(=O)Nc1ccc2c(c1)C(=O)N([C@H](C)CO)C[C@H](C)[C@@H](CN(C)C(=O)Nc1ccc3c(c1)OCO3)O2	7	-2	-2	-9	-0.9
23	CCOC(=O)C1NC(=O)CC1c1ccccc1 (stereo not given)	-1	-25	1	-10	2.5
24	CCOC(=O)C1CCCN(C(=O)CSc2nc(C)cc(C)n2)C1 (stereo not given)	-9	1	-4	-7	0.1
25	COCCOC(=O)c1[nH]c2c(c1C)C(=O)CC(c1ccccc1)C2 (stereo not given)	2	7	10	-10	1.1
26	Cn1c(=O)c(C(=O)NC2CCCCCCC2)c(O)c2ccccc21	-12	0	7	13	0.5
27	Cc1ccc(C(=O)NNC(=O)CCOc2cccc(C)c2)cc1	-10	15	-2	-7	1.2
28	COc1ccc2nc(SCC(=O)NCCc3ccccc3)[nH]c2c1	3	13	0	-3	1.5
29	O=C1Nc2ccccc2/C1=C/c1ccc([N+](=O)[O-])cc1	-39	0	75*	20	13
30	CCC(C)NCCOCCOc1ccc(C)cc1OC (stereo not given)	-13	2	0	-9	0.6

nr	Mdm2-MdmX inh	APJ ag	CXCR6 block	tim23-1 inh
16	33	5	6	11
17	-9	3	-6	23
18	17	-3	1	17
19	38	-2	-3	47
20	-2	-4	1	-5
21	14	-6	1	-7
22	14	-3	2	13
23	14	3	-5	8
24	0	-2	1	9
25	62*	-1	-3	24
26	-21	-1	8	4
27	-22	-2	-1	21
28	1	4	3	2
29	17	-2	3	74*
30	-23	-2	10	1

Of the compounds above, three contain a CF3 group:
nr	SMILES	APJ antag	CCR6 antagonist	XBP1 UPR activ	EBI2 antag	CHOP UPR activ
11	O=C(Nc1ccccc1C(F)(F)F)C1CC(=O)N(c2ccccc2F)C1 (stereo not given)	-4	0	-2	1	-0.1
14	Cc1c(OCC(F)(F)F)ccnc1CS(=O)c1nc2ccccc2[nH]1 (stereo not given)	20	-6	-5	1	5.0
19	Cc1ccc(-c2csc(NCCn3c(-c4ccncc4)nc4cc(C(F)(F)F)ccc43)n2)cc1	1	-10	3	32	1.9

nr	Mdm2-MdmX inh	APJ ag	CXCR6 block	tim23-1 inh
11	5	-2	-2	0
14	7	2	2	4
19	38	-2	-3	47

(next part)
nr	SMILES	APJ antag	CCR6 antagonist	XBP1 UPR activ	EBI2 antag	CHOP UPR activ
31	Cc1ccc(Oc2cnc3ccccc3n2)cc1	-5	2	2	-16	4.1
32	CCN(CC)S(=O)(=O)c1cc(NS(=O)(=O)c2cccc(C(=O)O)c2)ccc1C	-10	-4	0	-9	-0.1
33	COC(=O)C1CN(C(=O)C(C)Oc2ccccc2F)c2ccccc2O1 (stereo not given)	-2	15	-3	-9	3.0
34	COC(=O)[C@@H](CC(C)C)N(Cc1ccccc1)S(=O)(=O)N(Cc1ccccc1)[C@@H](CC(C)C)C(=O)OC	36	13	-1	15	8.6
35	COc1ccc(C)cc1S(=O)(=O)N(C)CC(=O)NCc1ccco1	-28	1	-3	-14	1.4
36	Cc1ccc(-c2cc(C(=O)N3CCN(c4ccccc4O)CC3)c3ccccc3n2)o1	-52	-3	38*	13	3.8
37	Cc1cccc(-n2c(O)c(C=Nc3ccc(O)cc3)c3ccccc3c2=O)n1	-3	2	1	9	-0.6
38	O=C(c1ccc(Cl)cc1)C(CN1CCCCC1)c1ccccc1 (stereo not given)	7	25	-8	-26	203*
39	O=C(c1cccnc1)N1CCCc2ccccc21	7	8	-4	-3	-0.7
40	CCN(CC)C(=O)c1sc(NC(=S)N2CCN(C(=O)C3CCCO3)CC2)c(C(=O)OC)c1C (stereo not given)	-5	-8	5	-3	-0.2
41	Cc1c(C)n(C)c2ccc(C(=O)N3CCN(c4ccccn4)CC3)cc12	9	6	-5	16	1.2
42	CCOCCCn1c(C)nc2c(c1=O)c1nc3ccccc3nc1n2CCC1=CCCCC1	1	15	5	-1	-0.1
43	Cn1c(=O)c2c(SCC(=O)Nc3ccc4c(c3)OCCO4)nc(CC(C)(C)C)nc2n(C)c1=O	2	-8	1	-16	3.1
44	CCOc1ccc(C(=O)Nn2cnnc2)cc1	17	-4	-2	-2	0.4
45	COc1ccc(N(CC(=O)NCCSc2ccccc2)S(C)(=O)=O)cc1	11	4	1	63*	-1.2

nr	Mdm2-MdmX inh	APJ ag	CXCR6 block	tim23-1 inh
31	-8	0	8	15
32	-15	-3	-2	9
33	-32	-2	-2	21
34	10	-1	1	14
35	17	25*	1	-5
36	5	8	-2	41
37	2	0	14	8
38	94*	-1	4	62*
39	20	1	-1	11
40	11	-4	9	4
41	22	1	4	28
42	49	2	0	26
43	25	-2	0	34
44	1	-3	-3	8
45	-30	-2	3	18

Additional results follow:
nr	SMILES	APJ antag	CCR6 antagonist	XBP1 UPR activ	EBI2 antag	CHOP UPR activ
46	COc1ccc(Cl)cc1NC(=O)c1oc(C)nc1C	-9	-11	-1	7	0.1
47	O=C(CCCn1cc([N+](=O)[O-])cn1)Nc1ccc2c(c1)OCO2	-19	12	-4	2	0.6
48	O=c1ccc(C(F)(F)F)cn1Cc1cc(=O)n2cc(Br)ccc2n1	6	6	1	-3	0.2
49	Cn1nc(C(=O)Nc2cc(Cl)ccc2N2CCCC2)c2ccccc2c1=O	-2	16	8	13	-0.4
50	Cc1c(C(=O)OCC(=O)NCC2CCCO2)cccc1[N+](=O)[O-] (stereo not given)	14	13	-2	-4	-0.6
51	CC(=O)c1sc(NC(=O)CCOc2ccccc2)nc1C	21	20	0	2	4.4
52	COc1ccccc1[C@@H]1C(c2ccccc2)=NN(c2ccc(Br)cc2)[C@H]1C(=O)N1CCOC1=O	.	12	3	6	3.6
53	COc1ccc2ccccc2c1/C=N/NC(=S)NCCN1CCOCC1	17	0	0	13	1.2
54	CCN(CC)S(=O)(=O)c1ccc(N=Cc2c(C)c(C#N)c(=O)n(C)c2O)cc1	3	3	1	-1	2.3
55	COc1ccc(NC(=O)c2cc(Cl)ccc2NC(=O)c2ccco2)c(OC)c1	-5	2	1	-19	-1.2

nr	Mdm2-MdmX inh	APJ ag	CXCR6 block	tim23-1 inh
46	-2	-2	10	19
47	1	0	-3	-1
48	9	-1	2	-10
49	27	-3	14	40
50	-2	-1	2	11
51	-8	-3	1	9
52	-8	.	2	53*
53	8	-1	6	9
54	11	-1	-6	-4
55	-12	2	-1	28
